High-throughput results deposited in PubChem BioAssay by several laboratories.
Hsp70 activator: Hsp70 transcriptional activation, primary screen | HeLa Hsp70 promoter luciferase reporter, luminescence; scaled: vehicle 0, proteasome-inhibitor control 100% | activation, % at 10 µM | hit rate 0.04% among 200,000;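 active means activation above the mean across all tested compounds plus 3 SD, cutoff set per campaign, cut at about 5.5% in these data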;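 further: 100% = MG132 at 30 µM as the positive control and 0% = DMSO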
STAT3 inh: inhibitors of IL-6 induced STAT3 signaling; hit rate 0.89% among 190,000; U3A cells, IL-6 STAT3-luciferase reporter, luminescence; host cell line lacks STAT1; inhibition, % at 5.5 µM;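 active means inhibition above the mean inhibition across all screened compounds plus 3 SD, cut at about 44% in these data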;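 further: 0% = DMSO only wells and 100% = 100 µM nifuroxazide control wells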
STAT1 blocker: inhibitors of IFN-gamma induced STAT1 signaling; NIH 3T3 STAT1-luciferase reporter, luminescence; inhibition, % at 5.5 µM; hit rate 0.35% among 200,000; AID 920;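 active means inhibition above a set limit, the mean inhibition across all tested compounds plus 3 SD, cut at about 34% in these data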;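 further: 0% = IFN-gamma with DMSO and 100% = IFN-gamma with 300 µM nifuroxazide; values of inactives mirror those of a sister screen read the other way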
STAT1 act: activators of IFN-gamma induced STAT1 signaling | NIH 3T3 STAT1-luciferase reporter, luminescence; 100% = IFN-gamma alone, no compound | AID 932 | hit rate 2.6% among 200,000 | activation (% of control), % at 5.5 µM;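 active means activation above the screen-wide mean activation plus 3 SD, cut at about 130% in these data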;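 further: raw ratio to IFN-gamma control signal so 100% means no change and 0% no light; values of inactives mirror those of a sister screen read the other way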
NF-kB neuron act: NF-kB expression increase, human neuronal cells. NF-kB reporter expression; stronger effect = higher value. fold change at 12.5 µM. hit rate 1.6% among 190,000; in the data active means fold change above about 3.3
APP 5UTR inh: APP translation inhibition; hit rate 0.82% among 190,000; AID 1285; inhibition, % at 2 µM; SH-SY5Y APP 5'UTR-luciferase reporter, luminescence;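 active means inhibition above a set limit, derived from the sample mean plus 3 SD, cut at about 45% in these data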; further: values of inactives mirror those of a sister screen read the other way
RAM inhibit: blocks the yeast RAM network; S. cerevisiae dse1pr::URA3 reporter, 5-FOA growth OD615, 2 d; analog-sensitive cbk1-as2 kinase mutant strain; inhibition, % at 50 µM; hit rate 1.8% among 190,000; AID 868;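 active means inhibition above a set limit, 3 SD over mean compound inhibition, cut at about 8.4% in these data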;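 further: 0% = DMSO-only wells with no growth and 100% = 10 µM 1-NA-PP1 full growth; inhibition rescues growth on 5-FOA so higher OD means more RAM inhibition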
APP 5'UTR act: APP 5'UTR luciferase reporter activation; SH-SY5Y APP 5'UTR luciferase reporter, luminescence; zero percent = DMSO vehicle wells; activation, % at 2 µM; hit rate 1% among 190,000;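 active means activation above a set limit, based on mean plus 3 SD of controls, cut at about 140% in these data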; further: values of inactives mirror those of a sister screen read the other way
FLuc inh counter: counter-screen for luciferase assay inhibitors: firefly luciferase inhibition; P08659; hit rate 1.5% among 200,000; ATPLite firefly luciferase biochemical luminescence, 10 min; inhibition, % at 10 µM; AID 1006;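 active means inhibition above about 50% when tested at 10 µM, limit read from the data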
Target sequence (P08659 whole entry, looked up): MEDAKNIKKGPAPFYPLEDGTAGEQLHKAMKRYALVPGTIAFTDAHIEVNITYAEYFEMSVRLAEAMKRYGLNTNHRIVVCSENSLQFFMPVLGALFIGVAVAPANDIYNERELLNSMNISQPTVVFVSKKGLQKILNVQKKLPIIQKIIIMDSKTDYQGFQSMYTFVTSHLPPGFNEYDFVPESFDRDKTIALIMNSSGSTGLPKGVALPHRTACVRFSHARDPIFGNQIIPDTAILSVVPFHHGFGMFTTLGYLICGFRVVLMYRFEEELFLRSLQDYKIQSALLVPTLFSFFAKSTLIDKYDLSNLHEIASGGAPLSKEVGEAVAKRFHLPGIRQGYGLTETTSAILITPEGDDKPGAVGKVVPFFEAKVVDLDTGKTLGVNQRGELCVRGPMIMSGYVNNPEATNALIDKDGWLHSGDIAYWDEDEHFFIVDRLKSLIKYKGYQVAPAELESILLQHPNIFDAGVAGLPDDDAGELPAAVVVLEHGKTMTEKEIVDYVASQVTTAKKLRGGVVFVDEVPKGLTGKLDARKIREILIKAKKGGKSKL
STAT3 act: increases IL-6 driven STAT3 reporter signal; hit rate 0.91% among 190,000; activation (% of control), % at 5.6 µM; U3A cells, IL-6 STAT3-luciferase reporter, luminescence; 100% = signal with IL-6 EC80 alone; AID 871;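 active means activation above the screen-wide mean of compound activation plus 3 SD, cut at about 130% in these data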;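 further: 0% = background luminescence of wells with medium and substrate only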
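Material: human STAT1-deficient U3A cells with stable STAT3-luciferase reporter / Probe or stimulus: IL-6 stimulus at 33 ng/mL final / Schedule: 1 h compound pre-exposure, 6 h IL-6 stimulation, 37 °C / Technique: luminescence / Read-out basis: percent of IL-6-only median luminescence / Control set: IL-6-only high control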
* hit, by the source's call; · = not tested or not shown. Compounds were not picked by outcome. Share with any hit: about 7.7%.

Value order: STAT3 act, STAT1 act, APP 5'UTR act, STAT3 inh, Hsp70 activator, STAT1 blocker, FLuc inh counter, RAM inhibit, NF-kB neuron act, APP 5UTR inh
O=C(O)CCc1nn2c3ccccc3nc2n(CCN2CCCCC2)c1=O
 : 104, 102, 10, 0, -0.2, -3, -5, 1.4, 0.95, -10
COc1ccc(-c2c(C)n([O-])c(C)c(-c3ccccc3)[n+]2=O)cc1OC
 : 99, 97, 2, 3, -0.1, 3, -2, 0.5, 0.88, -2
O=C(CCn1cnc2ccccc2c1=O)Nc1nc(-c2ccc(Br)cc2)cs1
 : 104, 102, 12, -1, -0.6, -2, 1, 3.4, 1.2, -12
COc1cc(/C=N/NC(=O)C(=O)NCc2cccnc2)cc(OC)c1OC
 : 101, 96, -11, -2, -0.2, 4, -4, 0.4, 1.1, 11
Nc1nnc(CC(=O)N/N=C/c2cc([N+](=O)[O-])cc(Br)c2O)s1
 : 100, 93, -10, 4, -0.3, 6, -3, -2.0, 1.2, 10
C/C(=N\NC(=O)c1c(Br)c(C)nn1C)c1cccc(NC(=O)C2CCC2)c1
 : 81, 92, 8, 26, 0.2, 9, 6, -0.7, 1, -8
Cc1nc([N+](=O)[O-])c(C(=O)O)n1C
 : 98, 103, -14, 7, -0.1, -3, -6, 0.0, 1.2, 14
CCN1C(=O)/C(=C\N2CCN(c3ccc(F)cc3)CC2)SC1=S
 : 81, 111, -2, 24, -0.2, -12, -7, 3.0, 1.5, 2
CN(C)c1ccc(C=NCC2(O)CCOC(C)(C)C2)cc1 (configuration not stated)
 : 104, 102, 5, 2, -0.2, -3, 7, -0.1, 1.4, -5
O=C(Nc1nc(-c2cccnc2)cs1)c1ccccc1Cl
 : 96, 114, -7, 7, 0.0, -18, -6, 1.9, 1.3, 7
CCOCCCn1c(=O)c(NC(=O)c2ccc(OCC)cc2)c2n(c1=S)CCCCC2
 : 101, 95, ·, -3, -0.4, 5, -7, 1.3, 0.89, ·
CCO[C@@H]1OC(C(=O)NC2CC2)=C[C@H](c2ccc(C(F)(F)F)cc2)[C@H]1CCCO
 : ·, 98, -10, ·, -0.2, 4, -4, 0.5, 1, 10
CCCCn1nnc(NC(=O)C(c2ccccc2)c2ccccc2)n1
 : 114, 98, 20, -13, -0.2, 0, -6, 1.2, 0.92, -20
CCOc1ccc(N2C(=O)CSC2c2ccncc2)cc1 (configuration not stated)
 : 129, 119, 8, -33, -0.3, -21, -7, 0.8, 0.94, -8
O=C(NC1CCCCC1)c1nn2c(C(F)(F)F)cc(-c3ccco3)nc2c1Br
 : 103, 95, 17, 6, 0.0, 6, -4, 6.9, 1.2, -17
COc1ccc(CCC(=O)NNC(=S)Nc2cccc(C(C)=O)c2)cc1
 : 93, 94, 7, 13, 0.0, 5, -10, 0.1, 1.1, -7
CCCCn1nc(C(=O)O)ccc1=O
 : 100, 99, 2, 5, -0.3, 1, -6, 2.5, 0.98, -2
O=C(/C=C/c1ccc(-c2ccc(F)cc2)o1)N1CCCC1
 : 97, 127, 76, 13, 0.2, -32, 14, -0.2, 2, -76
COc1ccccc1-c1cc(C(=O)N/N=C\c2cn(C)nc2C)c2ccccc2n1
 : 107, 104, 11, -10, -0.2, -4, 1, 0.8, 1, -11
CC12CN3CC(C)(CN(C1)C3c1cc(Br)ccc1O)C2=O (configuration not stated)
 : 101, 100, 23, 3, -0.5, 0, -4, -1.0, 1.2, -23

Next part, starting with the last 3 of the part before.
Value order: STAT3 act, STAT1 act, APP 5'UTR act, STAT3 inh, Hsp70 activator, STAT1 blocker, FLuc inh counter, RAM inhibit, NF-kB neuron act, APP 5UTR inh
O=C(/C=C/c1ccc(-c2ccc(F)cc2)o1)N1CCCC1
 : 97, 127, 76, 13, 0.2, -32, 14, -0.2, 2, -76
COc1ccccc1-c1cc(C(=O)N/N=C\c2cn(C)nc2C)c2ccccc2n1
 : 107, 104, 11, -10, -0.2, -4, 1, 0.8, 1, -11
CC12CN3CC(C)(CN(C1)C3c1cc(Br)ccc1O)C2=O (configuration not stated)
 : 101, 100, 23, 3, -0.5, 0, -4, -1.0, 1.2, -23
CCN(C(=O)COC(=O)c1cc(C)n(-c2ccc(F)cc2)c1C)C1CCS(=O)(=O)C1 (configuration not stated)
 : 100, 103, 17, 5, -0.3, -3, 3, 2.4, 1.2, -17
O=C(Nc1ccccc1)N1CCn2c(nc3ccccc32)C1
 : 95, 108, 11, 8, 0.1, -9, -3, 2.2, 1.3, -11
Cc1ccc(N(C(=O)c2ccco2)C2C=CS(=O)(=O)C2)cc1 (configuration not stated)
 : 97, 100, 0, 5, -0.2, -2, -4, 2.1, 1, 0
CC(C)c1ccc(/C=C/C(=O)NNC(=O)c2cccnc2)cc1
 : 101, 110, 0, 6, -0.3, -12, 13, 1.1, 0.97, 0
C=CCN(CC=C)S(=O)(=O)c1ccc(NC(=S)NC(=O)Cc2ccc(OC)cc2)cc1
 : 109, 108, 9, -6, 0.4, -8, -4, 19*, 1.4, -9
N#Cc1nc(-c2ccccc2F)oc1NCCc1ccccc1
 : 82, 105, 2, 25, 0.2, -5, -1, 4.0, 1.4, -2
O=C(NN1C(=O)C2C3C=CC(O3)C2C1=O)c1ccccc1 (configuration not stated)
 : 101, 104, -9, 1, -0.3, -5, -3, 0.9, 1, 9
Cc1ccc(NC(=O)Cn2cnc3sc(C(=O)NCc4ccco4)c(C)c3c2=O)cc1Cl
 : 106, 106, ·, -7, -0.4, -5, -7, 3.4, 1.1, ·
O=C(CN1CCC(n2nnc3cc(F)ccc32)CC1)NCCc1ccccc1
 : 101, 110, 1, 2, -0.2, -8, -8, 2.5, 1.4, -1
N#Cc1cnn(-c2cccc(Cl)c2)c1N
 : 104, 98, 19, 4, 0.0, 0, -5, 0.1, 0.91, -19
CCOc1ccc(N(CC(=O)NC2CCCCC2)C(=O)CNC(=O)c2ccco2)cc1
 : 108, 104, 2, -6, -0.1, -4, ·, ·, ·, -2
Cc1cc(=S)[nH]c2c(C)cccc12
 : 99, 94, -1, 6, 0.2, 7, -3, 0.5, 0.87, 1
CCOc1ccc(-n2c(Cc3cc(=O)[nH]c(=O)[nH]3)nnc2SCc2cccnc2)cc1
 : 91, 95, -1, 15, -0.4, 6, -5, -1.0, 0.93, 1
c1ccc(Cc2ccc(OCCCNC3CCCC3)cc2)cc1
 : 95, 91, 8, 11, -0.3, 7, -1, 1.9, 0.91, -8
CCOC(=O)C1=C(C(F)(F)F)Nc2ncnn2C1c1cc(OC)ccc1OC (configuration not stated)
 : 107, 106, 0, -4, -0.3, -7, -2, 2.9, 1.3, 0
COc1cccc(/C=N\NC(=O)Cn2nnc3ccccc32)c1O
 : 108, 105, 0, -8, -0.1, -8, 8, 1.2, 3.3*, 0
Cc1ccc(/C=N\NC(=O)C2CN(S(=O)(=O)c3ccccc3)CCN2S(=O)(=O)c2ccccc2)cc1 (configuration not stated)
 : 91, 98, 6, 10, -0.3, 2, -1, 1.8, 0.71, -6
Cc1ccc(S(=O)(=O)N(C)C)cc1NC(=S)NCc1ccco1
 : 102, 98, 4, 7, 0.2, 0, -10, 1.1, 0.96, -4
C1=CC2CC1CC2CN1CCN(Cc2ccccc2)CC1 (configuration not stated)
 : 101, 95, ·, -3, -0.4, 5, 0, -0.2, 1.2, ·
CC(C)[C@H](NC(=O)OC(C)(C)C)C(=O)N/N=C/c1cccc2nccnc12
 : 93, 92, 7, 10, -0.3, 9, 8, 1.1, 1.1, -7

Brought forward from above: 6 entries, followed by the next part.
Value order: STAT3 act, STAT1 act, APP 5'UTR act, STAT3 inh, Hsp70 activator, STAT1 blocker, FLuc inh counter, RAM inhibit, NF-kB neuron act, APP 5UTR inh
CCOC(=O)C1=C(C(F)(F)F)Nc2ncnn2C1c1cc(OC)ccc1OC (configuration not stated)
 : 107, 106, 0, -4, -0.3, -7, -2, 2.9, 1.3, 0
COc1cccc(/C=N\NC(=O)Cn2nnc3ccccc32)c1O
 : 108, 105, 0, -8, -0.1, -8, 8, 1.2, 3.3*, 0
Cc1ccc(/C=N\NC(=O)C2CN(S(=O)(=O)c3ccccc3)CCN2S(=O)(=O)c2ccccc2)cc1 (configuration not stated)
 : 91, 98, 6, 10, -0.3, 2, -1, 1.8, 0.71, -6
Cc1ccc(S(=O)(=O)N(C)C)cc1NC(=S)NCc1ccco1
 : 102, 98, 4, 7, 0.2, 0, -10, 1.1, 0.96, -4
C1=CC2CC1CC2CN1CCN(Cc2ccccc2)CC1 (configuration not stated)
 : 101, 95, ·, -3, -0.4, 5, 0, -0.2, 1.2, ·
CC(C)[C@H](NC(=O)OC(C)(C)C)C(=O)N/N=C/c1cccc2nccnc12
 : 93, 92, 7, 10, -0.3, 9, 8, 1.1, 1.1, -7
Fc1ccc(CSc2nncn2NC/C=C/c2ccccc2)cc1
 : 100, 99, -1, 5, -0.1, 1, -5, -0.1, 0.95, 1
O=C(COC(=O)c1ccc(S(=O)(=O)Nc2ccccc2)cc1)NC1CCCC1
 : 98, 97, -2, 3, 0.2, 4, -4, 2.3, 1.5, 2
CN(C)CCOc1cccc(Br)c1
 : 103, 106, 4, 5, -0.1, -8, -9, 1.4, 1.1, -4
O=C(CCn1c(=S)[nH]c2ccccc2c1=O)NCCc1ccc(Cl)cc1
 : 91, 98, 5, 18, -0.3, 3, -2, 1.2, 1.2, -5
CC(C)c1nc2oc3c(=O)[nH]cnc3c2c2c1CCC2
 : 105, 101, 0, 2, -0.2, -1, -4, 3.5, 1, 0
CCOc1ccccc1C(=O)Nc1nnc(SCC(=O)Nc2cc(C)on2)s1
 : 103, 107, -17, 4, -0.1, -9, 0, 1.5, 1, 17
Cc1ccc(C(=O)N(Cc2nc(-c3ccc(C)cc3)no2)C(C)C)cc1
 : 106, 106, 16, 2, 0.0, -6, -7, 2.0, 1.1, -16
COC(=O)CN(C)C1CC(=O)N(c2ccc(Cl)cc2)C1=O (configuration not stated)
 : 96, 102, -16, 7, -0.3, -2, -12, 0.1, 1.1, 16
CC(=O)C1=C(C)Nc2cc(C(F)(F)F)ccc2S1
 : 109, 92, 8, -5, -0.4, 9, -2, 0.1, 0.88, -8
CC1CCCC(NC(=O)CNC(=S)N(Cc2ccccc2)Cc2cccs2)C1C (configuration not stated)
 : 113, 103, -6, -2, -0.1, -4, -6, 2.1, 0.79, 6
CCc1cc2cc(OC)ccc2nc1SCC(=O)NNC(=O)c1ccco1
 : 107, 104, 25, -2, -0.2, -4, -3, 1.9, ·, -25
CC(=O)Cc1nsc(Nc2ccc(Cl)cc2)n1
 : 105, 120, 17, -3, -0.3, -21, 0, 0.9, 1.6, -17
O=C(Nc1cccc(S(=O)(=O)NCc2ccco2)c1)c1cc(-c2ccccc2)nc2ccccc12
 : 107, 104, -7, -12, -0.2, -4, -2, 5.6, 0.72, 6
CCc1ccc(C2(C)SC(NC(C)=O)=NN2C(C)=O)cc1 (configuration not stated)
 : 104, 102, 7, 2, -0.1, -2, -3, 0.8, 1.1, -7
COC(=O)c1ccc(NC(C(=O)OC)C(C)C)c([N+](=O)[O-])c1 (configuration not stated)
 : 103, 104, 11, -4, 0.9, -4, -5, 0.8, 1, -11
Cn1nc(-c2ccccc2F)c2cc(C(=O)Nc3ccc4c(c3)OCCO4)sc21
 : 97, 97, 19, 7, 0.1, 3, 0, 1.8, 0.63, -19
CN(C)CCNC(=O)Nc1ccc([N+](=O)[O-])cc1
 : 103, 105, -5, 4, 0.2, -6, -7, -0.1, 0.93, 5
